Assay outcomes: PubChem, National Center for Advancing Translational Sciences (NCATS)
TDP1 inh = qHTS Assay for Inhibitors of Tyrosyl-DNA Phosphodiesterase (TDP1); Tyrosyl-DNA phosphodiesterase 1 (Homo sapiens), Q9NUW8; recombinant TDP1, AlphaScreen DNA substrate cleavage; Potency, µM (highest dose often 130 µM), for inactives: top-dose activity change, negative = inhibition, actives largely listed as inhibitors; 350,000 compounds, 0.28% hits; AID 485290, 2010; note: nearly all actives have a fitted effect of over 40% in size
Target sequence (Q9NUW8 whole entry, looked up): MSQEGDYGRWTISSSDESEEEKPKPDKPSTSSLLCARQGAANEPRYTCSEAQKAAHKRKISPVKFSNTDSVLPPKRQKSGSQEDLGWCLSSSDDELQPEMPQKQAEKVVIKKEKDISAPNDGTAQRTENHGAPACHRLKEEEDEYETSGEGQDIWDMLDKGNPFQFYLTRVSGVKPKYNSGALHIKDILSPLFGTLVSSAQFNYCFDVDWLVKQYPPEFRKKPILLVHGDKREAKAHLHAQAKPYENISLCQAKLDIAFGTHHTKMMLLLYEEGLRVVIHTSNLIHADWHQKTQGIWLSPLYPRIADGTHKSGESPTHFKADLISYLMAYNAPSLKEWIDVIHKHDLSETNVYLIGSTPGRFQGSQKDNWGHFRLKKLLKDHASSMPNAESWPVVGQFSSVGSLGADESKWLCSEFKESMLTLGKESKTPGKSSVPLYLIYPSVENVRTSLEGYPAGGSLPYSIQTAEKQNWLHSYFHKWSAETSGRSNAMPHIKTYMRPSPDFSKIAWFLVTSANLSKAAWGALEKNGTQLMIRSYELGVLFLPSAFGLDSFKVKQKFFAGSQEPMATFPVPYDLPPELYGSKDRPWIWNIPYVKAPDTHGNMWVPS
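AlphaScreen read-out: signal falls as enzyme removes the 3' tyrosine-FITC from a 5'-biotinylated DNA oligo (15 nM, 5 min, RT). Enzyme was E. coli-made recombinant Tdp1 at 1 nM, exposed to compound for 15 min beforehand; beads 10 ug/ml, 10 min.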
FEN1 inhibitor = qHTS Assay for the Inhibitors of Human Flap endonuclease 1 (FEN1); Potency, µM (titrated, usually from 114 µM), inactives show at the top dose activity change, negative = inhibition, hits mostly inhibitors; Recombinant FEN1 flap cleavage, fluorescence, 15 min; P39748; AID 588795, 2011; 390,000 compounds, 0.35% hits; note: nearly all actives have a fitted effect of over 65% in size
Target sequence (P39748 whole entry, looked up): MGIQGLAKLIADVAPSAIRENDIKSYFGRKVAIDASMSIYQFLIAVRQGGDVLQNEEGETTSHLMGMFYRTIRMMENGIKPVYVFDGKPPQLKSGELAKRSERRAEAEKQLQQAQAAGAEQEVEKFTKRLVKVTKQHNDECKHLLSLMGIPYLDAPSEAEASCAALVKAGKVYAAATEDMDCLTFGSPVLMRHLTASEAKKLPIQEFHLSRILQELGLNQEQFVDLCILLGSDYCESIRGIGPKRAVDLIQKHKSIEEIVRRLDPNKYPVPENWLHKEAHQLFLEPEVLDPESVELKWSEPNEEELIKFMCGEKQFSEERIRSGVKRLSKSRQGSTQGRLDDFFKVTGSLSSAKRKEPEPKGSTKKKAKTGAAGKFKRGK
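Nuclease activity of 10 nM FEN1 was measured after 15 min of room-temperature exposure to titrated compounds, by adding 50 nM flap substrate and reading plates at 0 and 15 min.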
N370S GC = qHTS Assay for Inhibitors and Activators of N370S glucocerebrosidase as a Potential Chaperone Treatment of Gaucher Disease; Potency, µM (titrated, usually from 59.4 µM), for inactives: top-dose activity change, negative = inhibition, actives largely listed as inhibitors; 330,000 compounds, 0.092% hits; AID 2101, 2009; Lysosomal acid glucosylceramidase (Homo sapiens), P04062; N370S GC spleen homogenate, 4MU-glucoside fluorescence;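 note: 0% = full enzyme activity and -100% = no enzyme basal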
Active calls of the source: *; ? = inconclusive; / = no result given; & = joins results of further samples. Calls come from the whole dose curve; as a rule, active = well fitted curve in the direction sought with a large enough effect; inconclusive = small, poorly fitted or top-dose-only effect, or another doubt; inactive = no such curve, though single readings can be large; an effect the other way counts as inactive or inconclusive. Unless noted, % is set by controls: 0 for no effect and ±100 for the full control effect; potency is the fitted concentration of half-maximal effect.

Below each SMILES – TDP1 inh, FEN1 inhibitor, N370S GC
CCOC(=O)CC(=O)CSc1nc2c(sc(=S)n2-c2ccccc2)c(=O)[nH]1
 : 5%, -18%, -12%
COc1cccc(COC(=O)C2CCN(S(=O)(=O)c3cccs3)CC2)c1OC
 : 0%, -18%, -19%
Cc1cccc(OCC(O)Cn2c(=N)n(CCN3CCCCC3)c3ccccc32)c1 (stereo not drawn)
 : 3%&2%, 2%&-5%, -7%
CCOc1ccc(N(CC(=O)NCc2ccccc2)S(C)(=O)=O)cc1
 : 2%, 9%, 9%
O=C(CC1C(=O)NCCN1C/C=C/c1ccccc1)NCCc1cnccn1 (stereo not drawn)
 : 2%, 0%, -1%
C[C@@H]1CN([C@@H](C)CO)C(=O)c2cccc(NC(=O)C3CCCCC3)c2O[C@@H]1CN(C)Cc1ccc(Cl)c(Cl)c1
 : 3%, -14%, /
CCc1ccc(C2NC(=O)c3ccccc3O2)cc1 (stereo not drawn)
 : /, 5%, 3%
Cc1nnc(SCC(=O)Nc2ccc(Oc3ccccc3)cc2)n1N
 : 3%, -8%, -22%
CCCc1nc(N)c(C#N)c(-c2cccnc2)c1CC
 : 0%, -13%, 3%
O=S(=O)(NCC(c1ccco1)N1CCN(c2ccc(F)cc2)CC1)c1ccc2c(c1)OCCO2 (stereo not drawn)
 : 8%, -14%, 1%
O=C(Nc1ccc(F)cc1)Nc1nnc(-c2ccncc2)s1
 : -2%, 3%, -3%
Cc1ccc(S(=O)(=O)C(C#N)c2nc3ccccc3nc2OCCO)cc1 (stereo not drawn)
 : 4%, 16%, 0%
COc1ccc2nc(N3CCCC3)[nH]c2c1
 : 2%, -17%, -1%
COc1cccc(-c2cc(C(=O)Nc3cnn(Cc4ccc(Cl)cc4Cl)c3)no2)c1
 : -2%, 12%, /
CC(O)c1nc2ccccc2n1Cc1ccccc1 (stereo not drawn)
 : 3%, 10%, -5%
CC(C)(C)c1ccc(C(=O)OC/C(O)=C(\C#N)c2nc3ccccc3s2)cc1
 : 3%, 3%, 6%
O=C(COC(=O)CCC(=O)c1ccc(F)cc1)Nc1nnc(-c2ccccc2)o1
 : -1%, 3%, -7%
CC(C)(C)N=C1NN=C(c2ccc(Cl)cc2)CS1
 : /, 8%, 9%
COCC(C)NC(=O)C(C)N1c2cccc3cccc(c23)S1(=O)=O (stereo not drawn)
 : 20µM*, 8%, -19%
CN1CCN(c2nc3c(c(=O)[nH]c(=O)n3C)n2Cc2ccc([N+](=O)[O-])cc2)CC1
 : /, -1%, -4%
N#Cc1ccc(-c2cccs2)nc1SCc1ccc(Br)cc1
 : -2%, 5%, /
COc1cc(OC)c(C2CC(=O)N3CN(c4ccccc4C)CSC3=C2C#N)cc1OC (stereo not drawn)
 : 7%, /, 1%
CCN(CC)c1ccc(C(=O)O)cc1
 : 3%, 14%, 6%
O=C(N/N=C/c1ccc(N2CCOCC2)cc1)c1ccncc1
 : 1%, -4%, /
Cc1ccc(CCNC(=O)c2c(C)nn(-c3ccc(F)cc3)c2-n2cccc2)cc1
 : -3%, 2%, /
COc1ccc(Cc2nnc(NC(=O)c3c(-c4ccccc4)noc3C)s2)cc1
 : 3%, 5%, 10%
COc1cccc(NC(=O)Nc2cccc(C)n2)c1
 : /, 0%, 22%
CCCCNc1c(-c2ccc(-c3ccc(C(C)=O)cc3)c(OC)c2)nc2cnccn12
 : /, -2%, -9%
CCN(CC(=O)Nc1ccc(S(=O)(=O)N2CCCCC2)cc1)Cc1ccccc1
 : 10%, -13%, -15%
Cc1ccc(CCNC(=O)C2CCN(S(=O)(=O)N3CCCCC3)CC2)cc1
 : -3%, 21%, 0%
CCn1c(N2CCN(S(=O)(=O)c3ccccc3C(F)(F)F)CC2)nc2ccccc21
 : 3%, -19%, -6%
Cc1ccc(C(=O)NC(=S)NCCCN2CCOCC2)cc1
 : -4%, 4%, 14%
CCCN(CCC)C(=O)Cn1c(SCc2cccc(C(F)(F)F)c2)nc2cccnc21
 : 1%, -1%, /
Nc1nc(-c2ccco2)nn1C(=O)c1ccc(F)cc1
 : 3%, -2%, -10%
COc1cc(-n2c(C)nc3cccnc32)c(Cl)cc1C(=O)O
 : /, -13%, -3%
CSc1cccc(NC(=S)N2CCC(N(C)C3CCCC3)CC2)c1
 : 5%, 2%, -4%
CSc1ncc2c(=O)[nH]c(-c3ccccc3)nc2n1
 : /, -1%, -9%
CC(C)[C@H]1c2ccc(F)cc2CC[C@@]1(CCN(C)CCCc1nc2ccccc2[nH]1)OC(=O)C1CC1
 : 12%, ?, ?
O=C(NNC(=O)C1CCN(S(=O)(=O)c2cccc(Cl)c2)CC1)C1CC1
 : 2%, -17%, -7%
N/C(Cc1ccc(Cl)cc1)=N\OC(=O)c1ccccc1
 : 0%, -6%, /
COc1ccc(CN(C(=O)Cc2cccs2)C(C(=O)NC2CCCC2)c2ccncc2)cc1 (stereo not drawn)
 : 2%, 17%, -27%
CC(=O)NN1C(=O)c2ccc(Oc3ccc4c(c3)C(=O)N(NC(C)=O)C4=O)cc2C1=O
 : 4%, /, -1%
O=S(=O)(Nc1cc(S(=O)(=O)N2CCOCC2)ccc1N1CCOCC1)c1ccc2c(c1)OCCO2
 : -5%, -6%, 16%
CCCCOc1ccc(C(=O)NCC(=O)OCC(=O)c2c(N)n(C)c(=O)n(C)c2=O)cc1
 : 1%, -4%, /
O=C(Cn1nnc2ccccc21)Nc1ccccc1[N+](=O)[O-]
 : 6%, 13%, -3%
CCOC(=O)N1CCC(NC(=O)C2CCCN(C(=O)c3cc4sccc4n3C)C2)CC1 (stereo not drawn)
 : 3%, 13%, -3%
CCN1CCN(c2nc(C)c3c(n2)CC(C)CC3=O)CC1 (stereo not drawn)
 : -5%, 3%, -4%
CCCCn1c(N)c(N(CCOC)C(=O)CSc2nnc(C)n2-c2ccc(OC)cc2)c(=O)[nH]c1=O
 : /, 2%, -11%
N#Cc1cc([N+](=O)[O-])ccc1NCCc1ccccn1
 : 3%, 4%, -10%
O=C(NCc1ccccc1Cl)C1CCN(S(=O)(=O)N2CCOCC2)CC1
 : 1%, 20%, -3%
O=C(CN1C(=O)COc2ccccc21)NCCCN1CCN(Cc2ccccc2)CC1
 : 2%, -5%, -1%
Cc1ccc(Cl)cc1N1CCN(S(=O)(=O)c2cc(Br)cc3c2N(C(=O)C2CC2)CC3)CC1
 : -3%, 14%, /
CCOC(=O)CC1=C(C(=O)OCC)C(c2cccnc2)C(C#N)=C(N)O1 (stereo not drawn)
 : 2%, -10%, -2%
COc1ccc2c(CC(=O)NCCN3C(=O)S/C(=C\c4cccnc4)C3=O)coc2c1
 : 8%, -6%, -3%
COc1ccc(N(CC(=O)N2CCN(Cc3ccccc3)CC2)S(C)(=O)=O)c(OC)c1
 : /, 4%, -2%
COc1cc(CCNC(C)=O)c(C(=O)/C=C/c2cccc(OC)c2OC)cc1OC
 : 8%, /, 3%
CCN(Cc1ccccc1)S(=O)(=O)c1ccc(F)c(C(=O)Nc2cc(C(F)(F)F)ccc2Cl)c1
 : -5%, -4%, /
COc1nc(OCCNC(=O)Nc2ccccc2)nc(N(C)C)n1
 : -1%, 3%, 14%
Cc1ccc(NC(=O)N2CCN(c3cc(-c4noc(C)n4)ccc3C)CC2)c(C)c1
 : 7%, -3%, /
CCN(Cc1ccccc1)C(=O)CCc1nc(CN2CCN(C(=O)c3ccc([N+](=O)[O-])cc3)CC2)no1
 : 4%, 5%, -6%

Reformatted field by field: part of the list above
SMILES: COc1nc(OCCNC(=O)Nc2ccccc2)nc(N(C)C)n1
  TDP1 inh: -1%; FEN1 inhibitor: 3%; N370S GC: 14%
SMILES: Cc1ccc(NC(=O)N2CCN(c3cc(-c4noc(C)n4)ccc3C)CC2)c(C)c1
  TDP1 inh: 7%; FEN1 inhibitor: -3%; N370S GC: /

The list continues:
Below each SMILES – TDP1 inh, FEN1 inhibitor, N370S GC
O=C(CN1CCN(Cc2ccccc2Cl)C1=O)NCCCN1CCOCC1
 : /, 11%, 7%
CCCN1CCCc2cc(CN)ccc21
 : 3%, -14%, -10%
CCCCn1c(N)c(N(CCOC)C(=O)CSc2nnc(-c3ccco3)n2CC)c(=O)[nH]c1=O
 : 0%, 1%, /
COc1ccc(NC(=O)C2CCCO2)cc1 (stereo not drawn)
 : 2%, 20%, 3%
Cc1ccc(C(=O)c2oc3ccccc3c2NC(=O)Cc2ccccc2)cc1
 : 4%, 1%, /
Cc1cccc(NC2CCCCC2NS(=O)(=O)c2ccccc2)c1 (stereo not drawn)
 : /, 3%, -4%
NC(=O)c1ccc(SCC(=O)NC2CCCCC2)c([N+](=O)[O-])c1
 : 0%, 15%, -2%
C=CCN(CC=C)Cc1nc(N)nc(Nc2ccccc2C)n1
 : 8%, -8%, -6%
Cc1ccc(S(=O)(=O)N2CCC(C(=O)OC(C)C(=O)N3CCOCC3)CC2)cc1 (stereo not drawn)
 : /, -1%, -4%
Cc1ccc(C)c(N2CCN(C(=O)C(CC(C)C)NS(=O)(=O)c3ccc4nc(C)sc4c3)CC2)c1 (stereo not drawn)
 : 2%, 0%, /
CC(=O)NC(=S)Nc1ccc(N2CCOCC2)c(S(=O)(=O)Nc2cc(Cl)ccc2Cl)c1
 : 5%, -21%, 21%
O=C(N=C1SC2CS(=O)(=O)CC2N1c1ccccc1Cl)C1CCCO1 (stereo not drawn)
 : 2%, 8%, 1%
O=C(CN1C(=O)NC2(CCCCC2)C1=O)Nc1ccc(N2CCOCC2)cc1
 : -1%, 8%, -9%
CC(=O)Nc1cccc(C(=O)N/N=C/c2ccc(C)o2)c1
 : 3%, -5%, -6%
Cc1ccccc1C(=O)Nc1ccccc1C(=O)NCc1ccccc1
 : -2%, -2%, 16%
CC1CCCN(C(=O)c2cc3c(Cl)nc4ccccc4c3s2)C1 (stereo not drawn)
 : 8%, -24%, /
COc1ccc(C(=O)N2CCN(c3nc4c(C)c(Cl)ccc4s3)CC2)c(OC)c1
 : 3%, -17%, /
COc1ccccc1CNC(=O)c1cc2sccc2n1Cc1ccc(F)cc1
 : -1%, 9%, /
Cn1nnc2cc(NC(=O)Nc3cccc(C(F)(F)F)c3)ccc21
 : /, -3%, -15%
O=C(Nc1ccc(Cl)cc1)N1CCOC12CCCCC2
 : 3%, 1%, -3%
Cc1nn(Cc2ccc(F)cc2)c(C)c1NC(=O)c1cc(CC(C)C)on1
 : -5%, -13%, /
COc1c(F)c(F)c(C(=O)Nc2ccc(NC(=O)Cc3ccccc3)cc2)c(F)c1F
 : -3%, 3%, -8%
Cc1occc1C(=O)NNC(=O)C1CCCC1
 : 1%, -1%, -1%
Cc1oc(-c2ccc(Cl)cc2)nc1CN1CCC(C(=O)NCc2cccs2)CC1
 : 2%, 6%, -1%
Cc1ccc(-c2ccc(S(=O)(=O)NCC3CCCO3)cc2)cc1 (stereo not drawn)
 : -5%, -4%, 15%
O=C(Nc1nncs1)c1ccc2c(c1)OCO2
 : -2%, 3%, -2%

A second format for some results above:
TDP1 inh | FEN1 inhibitor | N370S GC | smiles
2% | 9% | 9% | CCOc1ccc(N(CC(=O)NCc2ccccc2)S(C)(=O)=O)cc1
2% | 0% | -1% | O=C(CC1C(=O)NCCN1C/C=C/c1ccccc1)NCCc1cnccn1 (stereo not drawn)
3% | -14% | / | C[C@@H]1CN([C@@H](C)CO)C(=O)c2cccc(NC(=O)C3CCCCC3)c2O[C@@H]1CN(C)Cc1ccc(Cl)c(Cl)c1
/ | 5% | 3% | CCc1ccc(C2NC(=O)c3ccccc3O2)cc1 (stereo not drawn)
3% | -8% | -22% | Cc1nnc(SCC(=O)Nc2ccc(Oc3ccccc3)cc2)n1N
0% | -13% | 3% | CCCc1nc(N)c(C#N)c(-c2cccnc2)c1CC
8% | -14% | 1% | O=S(=O)(NCC(c1ccco1)N1CCN(c2ccc(F)cc2)CC1)c1ccc2c(c1)OCCO2 (stereo not drawn)
-2% | 3% | -3% | O=C(Nc1ccc(F)cc1)Nc1nnc(-c2ccncc2)s1
4% | 16% | 0% | Cc1ccc(S(=O)(=O)C(C#N)c2nc3ccccc3nc2OCCO)cc1 (stereo not drawn)
2% | -17% | -1% | COc1ccc2nc(N3CCCC3)[nH]c2c1
-2% | 12% | / | COc1cccc(-c2cc(C(=O)Nc3cnn(Cc4ccc(Cl)cc4Cl)c3)no2)c1
3% | 10% | -5% | CC(O)c1nc2ccccc2n1Cc1ccccc1 (stereo not drawn)
3% | 3% | 6% | CC(C)(C)c1ccc(C(=O)OC/C(O)=C(\C#N)c2nc3ccccc3s2)cc1
-1% | 3% | -7% | O=C(COC(=O)CCC(=O)c1ccc(F)cc1)Nc1nnc(-c2ccccc2)o1
